Screening data: PubChem BioAssay, National Center for Advancing Translational Sciences (NCATS)
Abeta rescue = qHTS for compounds that reverse cellular toxicity of Amyloid beta (A-beta) peptide in yeast: Primary Screen. yeast expressing A-beta42, growth rescue, OD600, 48 h; response scale: 0% DMSO, 100% iron-clioquinol control. Potency, µM (titrated, usually from 46.1 µM), for the others: at the highest dose growth rescue, usual class: activators. 0.063% of 410,000 active. AID 1347071, 2019; further: potency means the concentration at half of the fitted maximal effect; nearly all actives have a fitted effect of over 55% in size
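Growth rescue measured by 600 nm absorbance after 48 h yeast culture at 30 C with compound. Values normalized between DMSO and an equimolar ferric chloride plus clioquinol control.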
FUS yeast rescue = qHTS for Suppressors of FUS Proteinopathy: Primary screen using FUS-linked yeast assay | 0.24% of 390,000 active | S. cerevisiae FUS-expressing, growth rescue, OD600, 24 h | Potency, µM (titrated, usually from 76.6 µM), inactives show at the top dose growth rescue (activation), most hits filed as activators;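 further: potency means the concentration at half of the fitted maximal effect; plate controls were DMSO vehicle for no effect and reference control for full effect; nearly all actives have a fitted effect of over 55% in size; some results filed as inactive show a strong effect at the top dose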
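Toxicity suppression screen in FUS-yeast. Cells induced with 2% galactose, starting OD 0.005, treated 24hr at 30C with compounds at multiple final concentrations; growth by OD600.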
TDP-43 yeast inh = qHTS of TDP-43 Inhibitors. TDP-43 expressing yeast growth rescue, BacTiter-Glo, 24 h. Potency, µM (doses to about 46.1 µM), for inactives: at the top dose growth rescue (activation), hits mostly activators. 1.8% of 410,000 active. AID 652104, 2013; further: potency means the concentration at half of the fitted maximal effect; % of control where 0% means no effect; nearly all actives have a fitted effect of over 50% in size
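Yeast cells expressing TDP-43 under galactose induction are exposed to compounds for 24 hr at 30 deg C. BacTiter-Glo luminescence measures growth, so protective compounds score as activators.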
aSyn rescue = qHTS of alpha-syn Inhibitors; Yeast expressing alpha-synuclein, growth rescue, BacTiter-Glo, 24 h; Potency, µM (highest dose often 46.1 µM), for the others: at the highest dose growth rescue (activation), hits mostly activators; 0.14% of 370,000 active; further: potency means the concentration at half of the fitted maximal effect; % of control where 0% means no effect; nearly all actives have a fitted effect of over 65% in size
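Readout is rescue of growth in alpha-synuclein-expressing yeast, so inhibitors of toxicity appear as activators. Growth after 24 hr at 30 deg C in galactose medium is quantified by luminescence.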
EPAC2 ag = qHTS for Agonist of cAMP-regulated guanine nucleotide exchange factor 4 (EPAC2): primary screen; Potency, µM (top dose mostly 154 µM), inactives show top-dose activation, usual class: activators; 0.079% of 360,000 active; EPAC2 activation, biochemical qHTS; response scale: 100% = 6.5 mM cAMP response; Rap guanine nucleotide exchange factor 4 (Homo sapiens), Q8WZA2; further: potency means the concentration at half of the fitted maximal effect; nearly all actives have a fitted effect of over 50% in size
Target sequence (Q8WZA2 whole entry, looked up): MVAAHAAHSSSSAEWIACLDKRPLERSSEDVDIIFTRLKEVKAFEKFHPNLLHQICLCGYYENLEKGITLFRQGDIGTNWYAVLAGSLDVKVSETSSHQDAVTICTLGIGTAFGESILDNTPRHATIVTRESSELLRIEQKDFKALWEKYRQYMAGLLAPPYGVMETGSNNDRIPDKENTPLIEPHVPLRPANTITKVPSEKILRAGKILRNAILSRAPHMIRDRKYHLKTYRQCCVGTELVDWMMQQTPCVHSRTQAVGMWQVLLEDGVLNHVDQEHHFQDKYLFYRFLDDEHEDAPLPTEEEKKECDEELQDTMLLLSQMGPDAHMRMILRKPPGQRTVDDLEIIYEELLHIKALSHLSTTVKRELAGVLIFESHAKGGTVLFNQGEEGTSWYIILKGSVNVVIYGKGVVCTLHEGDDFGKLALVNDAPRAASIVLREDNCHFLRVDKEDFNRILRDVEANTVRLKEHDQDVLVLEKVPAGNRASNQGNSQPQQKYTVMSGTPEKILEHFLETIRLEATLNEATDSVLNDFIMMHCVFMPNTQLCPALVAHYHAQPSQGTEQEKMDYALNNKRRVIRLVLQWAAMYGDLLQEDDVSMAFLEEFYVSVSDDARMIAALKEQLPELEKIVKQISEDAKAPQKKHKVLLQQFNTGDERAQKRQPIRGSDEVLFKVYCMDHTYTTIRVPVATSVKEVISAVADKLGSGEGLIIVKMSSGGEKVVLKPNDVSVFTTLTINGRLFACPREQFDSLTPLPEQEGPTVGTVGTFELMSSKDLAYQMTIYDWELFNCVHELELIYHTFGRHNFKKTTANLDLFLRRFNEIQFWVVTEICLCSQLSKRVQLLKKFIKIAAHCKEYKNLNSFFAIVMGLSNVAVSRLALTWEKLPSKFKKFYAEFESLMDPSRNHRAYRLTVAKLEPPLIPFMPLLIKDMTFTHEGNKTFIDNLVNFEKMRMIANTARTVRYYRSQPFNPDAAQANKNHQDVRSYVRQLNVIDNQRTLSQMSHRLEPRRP
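Guanine nucleotide exchange by EPAC2 is measured as reduced fluorescence of BODIPY-GDP once it is released from 250 nM Rap1B. Plates are read kinetically for 30 min at room temperature; results are scaled to 6.5 mM cAMP.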
D3 ag = qHTS of D3 Dopamine Receptor Agonist: qHTS. D3R DiscoveRx beta-arrestin cells, luminescence, 90 min. 0.58% of 410,000 active. max activation, %. D(3) dopamine receptor (Homo sapiens), P35462; in the data active means max activation above about 30%; further: 0% is about no effect; mostly tested at two doses, the higher about 12 µM
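Agonist-mode cell screen: cells plated at 1500/well and incubated overnight at 37 °C, then exposed to library compounds for 90 min at 37 °C. Detection reagent was added for 30–60 min at room temperature, and luminescence was read.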
EPAC2 antagonist = qHTS for Antagonist of cAMP-regulated guanine nucleotide exchange factor 2 (EPAC2): primary screen | Potency, µM (series often up to 114 µM), inactives show at the top dose activity, negative = inhibition, actives largely listed as inhibitors | EPAC2 GEF exchange of Rap1B-BODIPY-GDP, fluorescence | Rap guanine nucleotide exchange factor 4 (Homo sapiens), Q8WZA2 | 0.18% of 360,000 active | AID 720708, 2013; further: potency means the concentration at half of the fitted maximal effect; on the % scale 0 is the no-effect control and ±100 the full control effect; nearly all actives have a fitted effect of over 45% in size; many of its hits are not listed in these tables
D3 antag = qHTS of D3 Dopamine Receptor Antagonist: qHTS; D(3) dopamine receptor (Homo sapiens), P35462; D3R cells, DiscoveRx beta-arrestin luminescence, antagonist mode; hits give low values; max response, negative = inhibition, %; 2.5% of 360,000 active; AID 652054, 2013; in the data active means max response below about -50%; inconclusive means no clear call, values can overlap the other calls; further: on the % scale 0 is the no-effect control and ±100 the full control effect; mostly tested at two doses, the higher about 12 µM
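Cells plated overnight at 1500 cells/well, then exposed to library compounds with dopamine controls for 90 minutes at 37 degrees C. DiscoveRx reagent added for 30–60 minutes at room temperature; luminescence read, quantitative HTS format.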
Active calls of the source: *; u = inconclusive; x = no result given; & = joins results of further samples; ! = repeats disagree; [ ] = remark or other dose. Unless noted, the call rests on the fitted dose curve; in most records, active means well fitted curve in the direction sought with a large enough effect; inconclusive means small, poorly fitted or top-dose-only effect, or another doubt; inactive means no such curve, though single readings can be large; an effect the other way counts as inactive or inconclusive.

SMILES	Abeta rescue	FUS yeast rescue	TDP-43 yeast inh	aSyn rescue	EPAC2 ag	D3 ag	EPAC2 antagonist	D3 antag
Nc1ccn(C(C=O)CC(C=O)CO)c(=O)n1 (stereo unspecified)	-17%	-12%	11%	1%	9%	-6	-6%	0
COc1ccc2oc(=O)c(-c3nc(-c4cc(OC)c(OC)c(OC)c4)no3)cc2c1	-11%	-20%	17%	x	x	4	x	x
CCOC(=O)CSC(C)C(=O)Nc1nnc(C(C)C)s1 (stereo unspecified)	5%	-28%	18%	-1%	3%	1	-6%	17
CC(=O)Nc1ccc(NC(=O)C2CCCN2C(=O)NC2CCCCC2)cc1 (stereo unspecified)	0%	-5%	2%	0%	3%	13	9%	-4
CC(C)[C@H](NC(=O)OC(C)(C)C)c1nnc(SCC(=O)Nc2ccc(Br)cc2)o1	u	31%	28%	5%	7%	4	-21%	9
N#CCC(=O)Nc1ccc(C(=O)OC(C(=O)Nc2ccc([N+](=O)[O-])cc2Br)c2ccccc2)cc1 (stereo unspecified)	9%	44%	12%	2%	11%	1	-2%	-2
Cc1c(C)c2cccnc2c2ncccc12	-85%[inhibitor]	-9%	-27%	-16%	11%	-21	4%	-103*
O=C(COC(=O)c1cc([N+](=O)[O-])ccc1Cl)NCCc1ccccc1	-1%	x	u	9%	-3%	3	10%	4
Cc1ccc(CNS(=O)(=O)c2c(C(=O)N3CCCCCC3)c(C)n(C)c2C)cc1	7%	9%	-10%	-6%	-2%	4	-7%	1
C=CCNCC(O)COc1ccc(C(C)=O)cc1OC (stereo unspecified)	7%	-11%	-3%	0%	-2%	-4	3%	-10
CCN(CC)S(=O)(=O)c1ccc(Cl)c(NC(=O)COC(=O)C2CCCCC2)c1	11µM*	31%	13%	16%	15%	3	-18%	-5
CCOc1cc(C=NNC(=O)CCCC(=O)NN=Cc2ccc(O)c(OCC)c2)ccc1O	9%	x	u	-9%	8%	-8	10%	4
O=C1Cc2cc(O)ccc2O1	27%	-18%	-9%	5%	5%	9	4%	11
COc1ccc(N2C(=O)C3NN=C(C(=O)OCc4ccccc4)C3C2=O)cc1 (stereo unspecified)	2%	-14%	-5%	1%	3%	0	-3%	7
CCCCCC(=O)Nc1cccc(-c2nc3ncccc3o2)c1	1%	13%	29%	0%	0%	2	-13%	20
CC(=O)/C(=N\Nc1ccc(Cl)cc1Cl)Sc1nnc(-c2ccccc2)n1-c1ccccc1	2%	0%	22%	1%	-11%	-2	2%	u
CCN(CC)S(=O)(=O)c1ccc(OCC(=O)NCc2ccccc2)cc1	-2%	4%	-2%	7%	10%	-5	2%	18
Cc1cc(C)c(S(=O)(=O)N2CCN(C3CC(=O)N(c4ccccc4Cl)C3=O)CC2)c(C)c1 (stereo unspecified)	u	u	u	u	10%	4	-15%	5
O=S1(=O)CC(c2ccccc2)=NN=C(c2ccccc2)C1	-1%	-13%	19%	1%	3%	3	4%	7
O=C(Nc1noc2ccccc12)c1ccc(F)cc1	-21%	-2%	3%	x	x	5	x	x
CCCNC(=O)c1ccc2c(c1)C1C3CCC(C3)C1C(c1ccccc1)N2 (stereo unspecified)	-26%	45%	13%	8%	5%	-10	-1%	-29
Cc1ccc(S(=O)(=O)Nc2ccccc2OC(C(=O)OC(C)(C)C)C(=O)OC(C)(C)C)cc1	4%	21%	3%	11%	9%	-4	-11%	-11
COc1ccc(C2=CC(c3sccc3C)n3nnnc3N2)cc1 (stereo unspecified)	-3%	16%	26%	-8%	2%	6	13%	25
O=C(Cn1ncn2cccc2c1=O)NCc1cccc(Br)c1	-11%	-1%	10%	x	x	-9	x	x
O=C1CC(c2ccccc2)n2nc(NC(=O)c3ccccc3)nc2N1 (stereo unspecified)	4%	4%	12%	x	0%	0	0%	43
CCOc1ccccc1CN1CCCC(C(=O)c2ccc(OC)c(OC)c2)C1 (stereo unspecified)	-3%	-1%	-6%	-4%	13%	-15	17%	-51*
COc1cc(C2Oc3nc(SC)nnc3-c3ccccc3N2C(C)=O)cc(Cl)c1OC (stereo unspecified)	-3%	21%	3%	x	x	7	x	x
CCN(C(=O)CSc1nnnn1C)C1CCS(=O)(=O)C1 (stereo unspecified)	11%	-18%	14%	4%	1%	0	15%	25
CC(C)(C)S(=O)N1Cc2cc(C(=O)NCc3ccc4c(c3)OCO4)nc(-c3cccc(-c4ccncc4)c3)c2[C@H]1CCO (stereo partly specified)	-14%	21%	-4%	0%	-2%	7	-12%	91
C=CCC(C(=O)Oc1c(C(C)(C)C)cc(C)cc1C(C)(C)C)c1ccccc1 (stereo unspecified)	6%	-8%	18%	-8%	7%	3	10%	-8
Cc1ccc(NC(=O)c2ccccc2-c2cc(C)no2)cc1	-11%	-14%	19%	3%	-1%	1	3%	4
O=C(C1CCCN(Cc2ccccc2)C1)N1CCc2ccccc2C1 (stereo unspecified)	-16%	24%	-22%	-12%	3%	-45	21%	-89*
COc1ccc(Cn2c(C(=O)O)c(CNCCc3cccs3)c3ccc(C)cc32)cc1	-5%	10%	18%	x	x	0	x	x
Cc1ccc(S(=O)(=O)N2CCC(C(=O)Nc3ncccc3O)CC2)cc1	-4%	10%	0%	-1%[1.84 µM]	7%	2	-5%	-19
C=CCn1c(SCC(=O)Nc2cccc3ccccc23)nnc1-c1cnccn1	14%	23%	12%	12%	11%	0	7%	-17
CCS(=O)(=O)C(C)(CCl)C(=O)Nc1ccc(C(=O)OC)cc1 (stereo unspecified)	1%	17%	-15%	5%	3%	-15	-4%	-6
Cc1ccc(C(=O)NC(=S)N2CCN(c3cc(C)ccc3C)CC2)cc1	13%	8%	4%	-1%	11%	-1	-3%	-11
O=C(COC(=O)CCC(=O)c1cccs1)Nc1ccccc1[N+](=O)[O-]	-16%	-43%	3%	-3%	9%	-5	4%	-12
CC(C)C[C@H]1CNC(=O)C(=O)N1CC1CCN(CC2CCC(C(C)(C)C)CC2)CC1 (stereo partly specified)	6%	-14%	-3%	-8%	6%	-35	1%	-57*
CC(OC(=O)c1n[nH]c2ccccc12)C(=O)NC1CCCCC1C (stereo unspecified)	-16%	-3%	10%	-8%	5%	-6	13%	-23

Sorted by length of the SMILES (high to low): 5 of the compounds above
SMILES	Abeta rescue	FUS yeast rescue	TDP-43 yeast inh	aSyn rescue	EPAC2 ag	D3 ag	EPAC2 antagonist	D3 antag
CC(C)C[C@H]1CNC(=O)C(=O)N1CC1CCN(CC2CCC(C(C)(C)C)CC2)CC1 (stereo partly specified)	6%	-14%	-3%	-8%	6%	-35	1%	-57*
COc1ccc(Cn2c(C(=O)O)c(CNCCc3cccs3)c3ccc(C)cc32)cc1	-5%	10%	18%	x	x	0	x	x
Cc1ccc(S(=O)(=O)N2CCC(C(=O)Nc3ncccc3O)CC2)cc1	-4%	10%	0%	-1%[1.84 µM]	7%	2	-5%	-19
C=CCn1c(SCC(=O)Nc2cccc3ccccc23)nnc1-c1cnccn1	14%	23%	12%	12%	11%	0	7%	-17
CCS(=O)(=O)C(C)(CCl)C(=O)Nc1ccc(C(=O)OC)cc1 (stereo unspecified)	1%	17%	-15%	5%	3%	-15	-4%	-6

(more compounds)
SMILES	Abeta rescue	FUS yeast rescue	TDP-43 yeast inh	aSyn rescue	EPAC2 ag	D3 ag	EPAC2 antagonist	D3 antag
COc1ccc(C=NNc2nc3ccccc3s2)cc1	29%	22%	2%	-9%	1%	7	2%	7
Cc1ccc(-c2[nH]ncc2C(=O)c2cccc(F)c2)c(O)c1	-2%	12%	-10%	1%	0%	3	18%	0
COc1cc2nc(NCc3ccccc3Cl)n3nc(-c4cccnc4)nc3c2cc1OC	-20%	u	-1%	x	x	-15	x	x
Cc1ccc(CN2C(=O)C(Cc3ccccc3)Nc3ncnc(N4CCOCC4)c32)cc1 (stereo unspecified)	3%	29%	22%	1%	6%	-9	2%	-58*
CCC(C(=O)OC)n1nnc2sc(-c3ccccc3)cc2c1=O (stereo unspecified)	-19%	-6%	u	x	x	12	x	x
COc1ccc(-c2nc(SCC(=O)NCc3nc4ccccc4n3C)n3[nH]c(=O)cc3n2)cc1	-4%	4%	13%	x	x	18	x	x
CC(C)(C)NC(=O)CSc1nncn1NCc1cccc2ccccc12	-32%[inhibitor]	6%	1%	-1%	4%	-3	-2%	u
Cc1noc(C)c1CSc1ccccc1C(=O)N(C)CC(=O)Nc1cccc(F)c1	-5%	10%	-2%	-1%	2%	3	1%	0
COc1ccc(CCNC(=O)c2cc(-c3ccco3)on2)cc1OC	-3%	-4%	25%	3%	4%	11	-6%	12
Cc1csc(SCC(=O)Nc2cc(S(=O)(=O)N(C)C)ccc2C)n1	1%	0%	4%	1%	-1%	0	-6%	5
Cc1csc(CNC(=O)CC2C(=O)NCCN2Cc2ccc(F)cc2Cl)n1 (stereo unspecified)	10%	20%	14%	5%	1%	-2	0%	3
O=S(=O)(c1ccc(F)cc1)N1CCN(C(=S)NC2CCCC2)CC1	22%	5%	1%	-4%	10%	0	0%	7
Cc1ccc(Cl)cc1N1CCN(S(=O)(=O)c2ccc3c(c2)CC(=O)N3C)CC1	-2%&-11%	-4%&40%	u	1%	0%	69*!	3%	-14
C(#CC12CC3CC(CC(C3)C1)C2)CN1CCOCC1	12%	-25%	12%	1%	-2%	16	-7%	14
C=CC(C)(C)O[C@@H]1O[C@H](CO)[C@@H](O)[C@H](O)[C@H]1O	-5%	-21%	6%	u	10%	5	19%	0
O=C(Cc1ccc([N+](=O)[O-])cc1)Nc1cc(C(F)(F)F)cc(C(F)(F)F)c1	14%	-10%	4%	-2%	-8%	11	-13%	0
Cc1ccc(S(=O)(=O)c2nc(-c3ccccc3)oc2N2CCN(c3ccccc3)CC2)cc1	-16%	-14%	-5%	x	x	-12	x	x
Cc1ccc(C(=O)OCC(=O)Nc2ccccc2C(F)(F)F)cc1S(=O)(=O)N1CCCCC1	2%	13%	24%	9%	6%	7	1%	16
CCOc1ccc(C(=O)C2CCN(CC(=O)Nc3nccs3)CC2)cc1	7%	24%	-7%	-8%	12%	-6	-5%	-10
CCOc1ccc(S(=O)(=O)N2CCC(C(=O)Nc3cc(S(C)(=O)=O)ccc3Cl)CC2)cc1	-15%	25%	-19%	-5%	2%	-3	6%	-12

An excerpt; count on the stated rates, not on these rows.
